TAAR1 ag: human TAAR1 agonists, primary screen, Fluo-8 calcium fluorescence, CHO RD-HGA16 cells | Trace amine-associated receptor 1 (Homo sapiens), Q96RJ0 | vehicle wells 0%, saturating PEA agonist 100% | activation, % at 3 µM | 360,000 tested, 0.99% active | AID 624467, 2012;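 active means activation above the mean activation of all test compounds in the run plus 3 SD, cut at about 38% in these data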
Target sequence (Q96RJ0 whole entry, looked up): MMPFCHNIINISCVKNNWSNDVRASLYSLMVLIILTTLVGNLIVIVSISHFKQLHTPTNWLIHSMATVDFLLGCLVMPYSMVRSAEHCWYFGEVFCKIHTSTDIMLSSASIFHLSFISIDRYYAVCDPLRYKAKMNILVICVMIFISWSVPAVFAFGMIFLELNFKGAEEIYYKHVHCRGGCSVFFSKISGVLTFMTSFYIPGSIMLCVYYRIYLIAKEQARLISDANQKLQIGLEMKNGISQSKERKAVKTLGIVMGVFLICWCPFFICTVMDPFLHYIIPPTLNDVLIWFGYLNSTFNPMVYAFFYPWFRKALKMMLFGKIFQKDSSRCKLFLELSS
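System: CHO-derived RD-HGA16 cells with stable Gα16 and human TAAR1 / Times: 17-24 h plating, Fluo-8 75 min 37 °C, 30 min RT / Technique: calcium-sensitive Fluo-8 signal, excitation 470-495, emission 515-575 nm / Measure: % activation relative to PEA EC100 response / Benchmarks: DMSO and PEA EC100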
TAAR1 antagonist: human TAAR1 antagonists, primary screen, Fluo-8 calcium fluorescence, CHO RD-HGA16 cells; Trace amine-associated receptor 1 (Homo sapiens), Q96RJ0; antagonist; inhibition, % at 3 µM; 360,000 tested, 1.5% active; AID 624466, 2012;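 active means inhibition above a per-plate cutoff, the mean inhibition of test compounds on that plate plus 3 SD, cut at about 49% in these data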;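 further: 0% = DMSO plus EC80 beta-PEA response and 100% = DMSO alone without agonist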
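Test system: hTAAR1-expressing CHO RD-HGA16 cells, Gα16-coupled; Probe or stimulus: EC80 β-phenethylamine stimulus; Compound dosing: single nominal final test compound concentration of 3 µM; Timing: 140 s kinetic read after compound, 140 s after agonist; Signal: Fluo-8 calcium-sensitive fluorescence; Measure: % inhibition of agonist calcium response; Controls: DMSO and EC80 PEA controls.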
CHO-K1 Ca antag: nonselective inhibitor or artifact in parental CHO-K1 cells; ATP-induced calcium, Fluo-8 fluorescence; 360,000 tested, 0.6% active; inhibition, % at 3 µM; AID 602250;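 active means inhibition above a per-plate cutoff, the plate's mean sample inhibition plus 3 SD, cut at about 24% in these data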;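 further: 0% = DMSO plus EC80 ATP and 100% = DMSO alone without ATP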
OXTR potentiate: human OXTR potentiators, primary screen, fluorescence, CHO-OTR cells, Fluo-8 calcium; Fluo-8 calcium fluorescence, potentiator mode; 0% = oxytocin EC15, 100% = EC100; activation, % at 3 µM; 320,000 tested, 0.061% active;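 active means activation above that plate's cutoff, the mean activation of tested compounds plus 3 SD, cut at about 6.6% in these data, passing the limit was not always enough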;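 further: 100% uses oxytocin at 75 nM as the full agonist control; some results filed as inactive read as strong as hits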
Target sequence (P30559 whole entry, looked up): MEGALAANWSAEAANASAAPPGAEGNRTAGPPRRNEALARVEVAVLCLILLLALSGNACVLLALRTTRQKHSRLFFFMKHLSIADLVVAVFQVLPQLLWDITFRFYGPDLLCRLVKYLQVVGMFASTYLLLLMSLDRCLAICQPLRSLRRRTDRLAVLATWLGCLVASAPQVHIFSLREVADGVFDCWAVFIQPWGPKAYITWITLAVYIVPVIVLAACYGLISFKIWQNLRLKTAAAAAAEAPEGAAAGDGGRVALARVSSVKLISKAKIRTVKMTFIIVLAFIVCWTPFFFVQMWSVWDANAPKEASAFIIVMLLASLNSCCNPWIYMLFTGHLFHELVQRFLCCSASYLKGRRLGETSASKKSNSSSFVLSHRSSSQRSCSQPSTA
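System: human OTR in CHO cells; Also added: sub-maximal oxytocin, roughly EC15; Timing: compound 6 min at room temperature before oxytocin, 100 s read; Technique: Fluo-8 intracellular calcium fluorescence, ex 470-495, em 515-575 nm; Controls: oxytocin EC15 low and EC100 high; Replication: singlicate.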
M1 antag: human M1 muscarinic receptor antagonists, primary screen, CHO-K1 cells, Fluo-8 calcium fluorescence, 1536-well | Muscarinic acetylcholine receptor M1 (Homo sapiens), P11229 | CHO-K1 hM1, ACh EC80 antagonist | inhibition, % at 3 µM | 360,000 tested, 1.3% active;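 active means percent inhibition above its own plate's cutoff, namely the mean of that plate's compound wells plus 3 SD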;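 further: peak over basal fluorescence ratio during 140 s after agonist addition; 0% = ACh EC80 plus DMSO and 100% = DMSO alone without agonist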
CHRM1 agonist: human M1 muscarinic receptor agonists, primary screen, Fluo-8 calcium fluorescence, CHO-K1 cells, HTS; CHO-K1 hM1, agonist mode; 0% DMSO, 100% acetylcholine EC100; activation, % at 3 µM; 360,000 tested, 0.33% active; AID 588814, 2011;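 active means activation above the run's mean compound activation plus 3 SD, cut at about 16% in these data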;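 further: peak over basal fluorescence ratio within a 140 s kinetic read after compound addition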
CHO-K1 Ca ag: counter-screen for M1 agonists: effect in parental CHO-K1 cells; activation, % at 3 µM; AID 602248, 2012; 360,000 tested, 0.48% active; Fluo-8 calcium fluorescence; scaled to maximal ATP response, vehicle zero; in the data active means activation above about 15%;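 further: untransfected CHO-K1 host cells lacking M1 receptor as counterscreen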
CHO parental Ca: ATP-evoked calcium signal inhibitors, parental CHO, primary screen, counter-screen for OX1R antagonist project, cell-based, fluorescence, Fluo-8 calcium dye. AID 463079, 2010. parental CHO-K1, ATP-induced calcium, Fluo-8 fluorescence. inhibition, % at 5.6 µM. 330,000 tested, 0.63% active;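 active means inhibition above that plate's mean sample inhibition plus 3 SD, cut at about 26% in these data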;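 further: 0% = ATP-challenged DMSO wells and 100% = DMSO wells without ATP; some compounds past the cut are filed as inactive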
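Test system: untransfected parental CHO cell line. Compound: one dose, 5.6 µM nominal. Detection: intracellular calcium via Fluo-8 no-wash fluorescent dye. Measure: % inhibition. Benchmarks: ATP-challenged DMSO wells low, unchallenged DMSO wells high.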
M1 PAM parental: nonselective calcium activators in parental CHO-K1 cells, primary screen, counter-screen for M1 PAM project, cell-based, Fluo-8 calcium fluorescence, full deck, 1536-well; activation, % at 3 µM; 360,000 tested, 0.02% active; ATP EC20; 0% at ATP EC20, 100% at ATP max;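 active means activation above the run cutoff, the mean activation of all test compounds plus 3 SD, cut at about 40% in these data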;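 further: peak over basal fluorescence ratio in a 140 s read after ATP addition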
An asterisk follows results filed as active.

Results for O=[N+]([O-])c1ccc(NCCCNS(=O)(=O)c2ccc(Cl)cc2)c(Cl)c1 ?
TAAR1 ag: 2; TAAR1 antagonist: -8; CHO-K1 Ca antag: 4; OXTR potentiate: -16; M1 antag: 21; CHRM1 agonist: -6; CHO-K1 Ca ag: 5.9; CHO parental Ca: 7; M1 PAM parental: 14

How did CCCCN(CC)Cc1ccc(CNC(=S)Nc2c(C)cc(C)cc2C)o1 do in these assays?
TAAR1 ag: 2; TAAR1 antagonist: -2; CHO-K1 Ca antag: -7; OXTR potentiate: -3; M1 antag: -9; CHRM1 agonist: -6; CHO-K1 Ca ag: -0.2; CHO parental Ca: -8; M1 PAM parental: 16

What do the screens show for `Cc1ccc(OC(=O)C23CC4CC(CC(C4)C2)C3)c(C)n1`?
TAAR1 ag: 4; TAAR1 antagonist: -31; CHO-K1 Ca antag: 12; OXTR potentiate: -5; M1 antag: -2; CHRM1 agonist: -2; CHO-K1 Ca ag: 0.1; CHO parental Ca: -17; M1 PAM parental: -12

How did COc1ccc(Cl)cc1NC(=O)CSc1nnc(C2CC2)n1N do in these assays?
TAAR1 ag: 1; TAAR1 antagonist: -8; CHO-K1 Ca antag: -3; M1 antag: 1; CHRM1 agonist: -2; CHO-K1 Ca ag: 0.8; M1 PAM parental: 12

How did Clc1ccc(Cc2nn3c(Cn4nnc5ccccc54)nnc3s2)cc1 do in these assays?
TAAR1 ag: 8; TAAR1 antagonist: 21; CHO-K1 Ca antag: 2; OXTR potentiate: -3; M1 antag: 5; CHRM1 agonist: -3; CHO-K1 Ca ag: 2.6; CHO parental Ca: -7; M1 PAM parental: 12

Results for COc1ccc(C(=O)Nc2ccccc2C(=O)N2CCOCC2)cc1Br ?
TAAR1 ag: 2; TAAR1 antagonist: -6; CHO-K1 Ca antag: 15; OXTR potentiate: -6; M1 antag: 9; CHRM1 agonist: -1; CHO-K1 Ca ag: 0.6; CHO parental Ca: 2; M1 PAM parental: -17

What do the screens show for `CC1(OC(=O)C2CCCC2)C(=O)C=C2C=C(c3ccsc3)N(Cc3ccco3)C=C2C1=O` (stereo not given)?
CHO-K1 Ca antag: -1; OXTR potentiate: -2; M1 antag: 18; CHRM1 agonist: -10; CHO-K1 Ca ag: -0.3; CHO parental Ca: -8; M1 PAM parental: -7

How did CCOc1cc(-c2nn3cnnc3s2)cc(OCC)c1OCC do in these assays?
TAAR1 ag: -1; TAAR1 antagonist: 5; CHO-K1 Ca antag: -7; OXTR potentiate: -9; M1 antag: 2; CHRM1 agonist: -6; CHO-K1 Ca ag: 0.1; CHO parental Ca: -6; M1 PAM parental: 11

What do the screens show for `COc1cccc(NC(=O)C2CCN(S(=O)(=O)c3ccc(N4CCCC4=O)cc3)CC2)c1`?
TAAR1 ag: 9; TAAR1 antagonist: 16; CHO-K1 Ca antag: -8; M1 antag: 5; CHRM1 agonist: 3; CHO-K1 Ca ag: 13; M1 PAM parental: 0

What do the screens show for `O=C(C1=NNC2C(=O)N(c3ccccc3)C(=O)C12)c1nc(Cl)ccc1Cl` (stereo not given)?
TAAR1 ag: 2; TAAR1 antagonist: 0; CHO-K1 Ca antag: -3; OXTR potentiate: -3; M1 antag: 6; CHRM1 agonist: -5; CHO-K1 Ca ag: 0.5; CHO parental Ca: -5; M1 PAM parental: 7

How did Nc1nnc(C(F)(F)F)s1 do in these assays?
TAAR1 ag: 2; TAAR1 antagonist: 8; CHO-K1 Ca antag: -8; OXTR potentiate: 1; M1 antag: -7; CHRM1 agonist: -7; CHO-K1 Ca ag: 0.3; CHO parental Ca: 11; M1 PAM parental: 5

What do the screens show for `COc1ccc(N=C(NN)c2ccc3ccccc3n2)cc1`?
TAAR1 ag: 13; TAAR1 antagonist: -19; CHO-K1 Ca antag: -7; OXTR potentiate: -12; M1 antag: -4; CHRM1 agonist: -7; CHO-K1 Ca ag: 0.6; CHO parental Ca: -25; M1 PAM parental: 28

How did COc1ccc(Cc2nc3ccc(C(=O)NCCCSC)cc3o2)cc1OC do in these assays?
TAAR1 ag: 1; TAAR1 antagonist: 14; CHO-K1 Ca antag: 2; OXTR potentiate: 7; M1 antag: -11; CHRM1 agonist: -1; CHO-K1 Ca ag: 1.2; CHO parental Ca: -15; M1 PAM parental: 10

How did O=C(C1=C[C@@H](c2ccc(Br)cc2)C[C@@H](OCCCCO)O1)N1CCOCC1 do in these assays?
TAAR1 ag: 1; TAAR1 antagonist: -8; CHO-K1 Ca antag: -13; OXTR potentiate: -1; M1 antag: -7; CHRM1 agonist: -6; CHO-K1 Ca ag: 1.2; CHO parental Ca: -8; M1 PAM parental: 20

What do the screens show for `CCc1ccc(C(=O)COC(=O)C(CCSC)NC(=O)C23CC4CC(CC(C4)C2)C3)cc1` (stereo not given)?
TAAR1 ag: 0; TAAR1 antagonist: 10; CHO-K1 Ca antag: 6; OXTR potentiate: 1; M1 antag: -3; CHRM1 agonist: -7; CHO-K1 Ca ag: 0.5; CHO parental Ca: -3; M1 PAM parental: 18

How did Cc1ccc(CCNC(=O)c2ccc3nc4ccc(Cl)cc4c(=O)n3c2)cc1 do in these assays?
TAAR1 ag: 5; TAAR1 antagonist: -14; CHO-K1 Ca antag: -6; OXTR potentiate: 7; M1 antag: -7; CHRM1 agonist: -1; CHO-K1 Ca ag: 0.9; CHO parental Ca: -21; M1 PAM parental: -2

Results for CCC1(C)NC(C(=O)O)Cc2c1[nH]c1ccccc21 (stereo not given) ?
TAAR1 ag: 6; TAAR1 antagonist: -3; CHO-K1 Ca antag: -11; OXTR potentiate: -14; M1 antag: -10; CHRM1 agonist: -4; CHO-K1 Ca ag: 1.1; CHO parental Ca: 11; M1 PAM parental: 22

Results for CC(C)c1nc(SCC(=O)Nc2ccc(C(=O)O)cc2)c2c3c(sc2n1)CCCC3 ?
TAAR1 ag: -3; TAAR1 antagonist: 5; CHO-K1 Ca antag: 19; OXTR potentiate: -1; M1 antag: -1; CHRM1 agonist: 6; CHO-K1 Ca ag: -0.7; CHO parental Ca: -8; M1 PAM parental: 24

Results for COc1ccc(OC)c(S(=O)(=O)ON2C(=O)c3ccccc3C2=O)c1 ?
TAAR1 ag: 1; TAAR1 antagonist: 1; CHO-K1 Ca antag: -3; OXTR potentiate: -2; M1 antag: -13; CHRM1 agonist: -2; CHO-K1 Ca ag: -0.7; CHO parental Ca: -6; M1 PAM parental: 10

What do the screens show for `CC1CCc2[nH]c3ccc(C(=O)NCC4CCCO4)cc3c2C1` (stereo not given)?
TAAR1 ag: -1; TAAR1 antagonist: -20; CHO-K1 Ca antag: 0; M1 antag: -17; CHRM1 agonist: -2; CHO-K1 Ca ag: -0.4; M1 PAM parental: 15

As a working copy, four of the compounds above.
Results for CCC1(C)NC(C(=O)O)Cc2c1[nH]c1ccccc21 (stereo not given) ?
TAAR1 ag: 6; TAAR1 antagonist: -3; CHO-K1 Ca antag: -11; OXTR potentiate: -14; M1 antag: -10; CHRM1 agonist: -4; CHO-K1 Ca ag: 1.1; CHO parental Ca: 11; M1 PAM parental: 22

Results for CC(C)c1nc(SCC(=O)Nc2ccc(C(=O)O)cc2)c2c3c(sc2n1)CCCC3 ?
TAAR1 ag: -3; TAAR1 antagonist: 5; CHO-K1 Ca antag: 19; OXTR potentiate: -1; M1 antag: -1; CHRM1 agonist: 6; CHO-K1 Ca ag: -0.7; CHO parental Ca: -8; M1 PAM parental: 24

Results for COc1ccc(OC)c(S(=O)(=O)ON2C(=O)c3ccccc3C2=O)c1 ?
TAAR1 ag: 1; TAAR1 antagonist: 1; CHO-K1 Ca antag: -3; OXTR potentiate: -2; M1 antag: -13; CHRM1 agonist: -2; CHO-K1 Ca ag: -0.7; CHO parental Ca: -6; M1 PAM parental: 10

What do the screens show for `CC1CCc2[nH]c3ccc(C(=O)NCC4CCCO4)cc3c2C1` (stereo not given)?
TAAR1 ag: -1; TAAR1 antagonist: -20; CHO-K1 Ca antag: 0; M1 antag: -17; CHRM1 agonist: -2; CHO-K1 Ca ag: -0.4; M1 PAM parental: 15

Continuation:
How did CC(=C/c1ccco1)/C=N/NC(=O)c1ccncc1 do in these assays?
TAAR1 ag: 4; TAAR1 antagonist: -18; CHO-K1 Ca antag: -8; OXTR potentiate: -6; M1 antag: -12; CHRM1 agonist: -1; CHO-K1 Ca ag: 0.8; CHO parental Ca: -6; M1 PAM parental: 18

What do the screens show for `Nc1nc(SC2c3cccc4cccc(c34)C2NS(=O)(=O)c2ccccc2)n[nH]1` (stereo not given)?
TAAR1 ag: 0; TAAR1 antagonist: -8; CHO-K1 Ca antag: 9; OXTR potentiate: 2; M1 antag: -1; CHRM1 agonist: -4; CHO-K1 Ca ag: 4.1; CHO parental Ca: -15; M1 PAM parental: 4

Results for Cn1cnnc1SCC(=O)Nc1ccc2nc(SCc3ccccc3Cl)sc2c1 ?
TAAR1 ag: 18; TAAR1 antagonist: 2; CHO-K1 Ca antag: -5; OXTR potentiate: -9; M1 antag: -4; CHRM1 agonist: -2; CHO-K1 Ca ag: 0.3; CHO parental Ca: -18; M1 PAM parental: 20

What do the screens show for `CCN(CC(=O)Nc1c(F)cccc1F)C(=O)/C=C/c1ccc(OCC#N)c(OC)c1`?
TAAR1 ag: 1; TAAR1 antagonist: -7; CHO-K1 Ca antag: 7; OXTR potentiate: -11; M1 antag: -1; CHRM1 agonist: 1; CHO-K1 Ca ag: -0.1; CHO parental Ca: 10; M1 PAM parental: -22

High-throughput results deposited in PubChem BioAssay by The Scripps Research Institute Molecular Screening Center.
